APOBEC3G inh: inhibitors of human APOBEC3G DNA deaminase; Q9HC16; recombinant A3G, ssDNA deamination FAM/TAMRA fluorescence; inhibition, % at 20 µM; 330,000 compounds, 0.28% hits; AID 493012;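 active = inhibition of at least 40% at 20 µM, with no more than 30% in the related APOBEC3A deaminase screen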;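 also: plate controls were DMSO wells with A3G for no effect and wells lacking A3G enzyme for full effect; some compounds called inactive have numbers as strong as hits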
ATG4B inh: blocks human ATG4B protease cleavage of LC3 substrate; AID 504462; Q9Y4P1; ATG4B cleavage of LC3-PLA2, NBD-HPC fluorescence, 1 h; 340,000 compounds, 0.51% hits; inhibition, % at 8.33 µM; in the data active = inhibition above about 40%
MPTP block: blocks calcium-induced mitochondrial swelling; 360,000 compounds, 1.4% hits; AID 602449; inhibition, % at 10 µM; isolated mouse mitochondria, Ca2+ swelling absorbance, 30 min;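 active = inhibition of 50% or more, scaled per plate between neutral and stimulator controls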;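 also: 0% = DMSO wells given calcium and 100% = 1 mM EGTA wells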
mIAP block: blocks mouse intestinal alkaline phosphatase; 330,000 compounds, 0.2% hits; inhibition, % at 10 µM; purified mouse IAP, CDP-Star luminescence, 30 min;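 active = inhibition of at least 40% at 10 µM in the primary screen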;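 also: plate controls were DMSO with enzyme for no effect and no enzyme wells for full effect; values of inactives mirror those of a sister screen read the other way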
hIAP block: blocks human intestinal alkaline phosphatase; P09923; purified IAP, CDP-Star luminescence, 30 min; inhibition, % at 10 µM; 330,000 compounds, 0.12% hits; AID 2544;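 active = inhibition reaching a set limit with compound at 10 µM in the primary screen, cut at about 35% in these data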;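 also: plate controls were DMSO wells with enzyme for no effect and no-enzyme buffer wells for full effect; values of inactives mirror those of a sister screen read the other way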
Target sequence (P09923 whole entry, looked up): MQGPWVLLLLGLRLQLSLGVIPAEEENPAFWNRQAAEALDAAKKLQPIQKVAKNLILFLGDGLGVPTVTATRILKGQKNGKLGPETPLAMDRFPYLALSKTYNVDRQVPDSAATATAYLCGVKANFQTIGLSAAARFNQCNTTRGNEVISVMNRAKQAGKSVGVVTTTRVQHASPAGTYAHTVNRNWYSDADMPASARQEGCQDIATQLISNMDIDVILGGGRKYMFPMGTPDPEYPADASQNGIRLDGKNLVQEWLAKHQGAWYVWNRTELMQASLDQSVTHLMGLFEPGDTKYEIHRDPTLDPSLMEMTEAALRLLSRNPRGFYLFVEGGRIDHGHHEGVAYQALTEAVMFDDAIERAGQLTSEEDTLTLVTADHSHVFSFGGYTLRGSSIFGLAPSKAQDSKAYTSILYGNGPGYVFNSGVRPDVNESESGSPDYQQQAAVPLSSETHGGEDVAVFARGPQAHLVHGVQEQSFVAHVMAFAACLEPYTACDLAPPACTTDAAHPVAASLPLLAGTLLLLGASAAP
A3A deaminase: blocks human APOBEC3A ssDNA deamination. 330,000 compounds, 0.41% hits. recombinant A3A, FAM/TAMRA ssDNA deamination fluorescence. inhibition, % at 20 µM. P31941;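 active = at least 40% inhibition at 20 µM here, with at most 30% in a related deaminase screen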;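 also: plate controls were A3A with DMSO for no effect and wells lacking A3A enzyme for full effect; some results filed as inactive read as strong as hits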
Target sequence (P31941 whole entry, looked up): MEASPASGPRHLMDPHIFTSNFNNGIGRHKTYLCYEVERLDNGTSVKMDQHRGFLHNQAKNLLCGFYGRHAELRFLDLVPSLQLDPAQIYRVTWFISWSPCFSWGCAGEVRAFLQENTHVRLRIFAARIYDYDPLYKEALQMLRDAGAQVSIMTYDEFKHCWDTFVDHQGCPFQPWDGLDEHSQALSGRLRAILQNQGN
beta cell repl: MIN6 beta-cell proliferation induction; MIN6 cells proliferation, ATPlite luminescence, 48 h; cells starved in 0.2% serum; 100% = growth in 10% serum; proliferation, % at 10 µM; 330,000 compounds, 0.29% hits; AID 2380;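 active = compounds whose signal lies at least 3.5 SD above the mean of all wells on their plate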;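 also: 0% = DMSO-treated cells in low-serum medium and 100% = 10% serum control; some compounds called inactive have numbers as strong as hits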
mIAP act: increases mouse intestinal alkaline phosphatase activity; muIAP, CDP-Star luminescence, 30 min; active compounds read high; 1 = vehicle-only enzyme signal, 0 = enzyme-free wells; activation factor at 10 µM; 330,000 compounds, 0.24% hits; AID 2805;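 active = activation factor of at least 2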; also: the source names both 10 and 20 µM as test concentration; values of inactives mirror those of a sister screen read the other way
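Assay system: mouse IAP enzyme / Compound: DMSO-dissolved test compounds / Timing: 30 min, room temperature / Measured by: luminescence from enzymatic CDP-Star hydrolysis / Control set: DMSO-only wells, enzyme-free buffer wells as negative control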
hIAP act: human IAP activation; 330,000 compounds, 0.16% hits; purified human IAP, CDP-Star luminescence, 30 min; active compounds read high; 1 = vehicle-only enzyme, 0 = enzyme-free background; AID 2524; P09923; activation factor at 10 µM;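 active = activation factor of the enzyme at least 2-fold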; also: the source names both 10 and 20 µM as test concentration; values of inactives mirror those of a sister screen read the other way
Active calls of the source: *; & = joins results of further samples.

The line under a structure holds: APOBEC3G inh	ATG4B inh	MPTP block	mIAP block	hIAP block	A3A deaminase	beta cell repl	mIAP act	hIAP act
(1) Cc1ccc(NC(=O)c2c(-c3c(F)cccc3Cl)noc2C)cc1F
  1	-19	0.1	-8	-6	1	-5	1.1	1.1
(2) COc1ccccc1N1C(=O)C2CCC(c3ccccc3)CC2C1=O (configuration not stated)
  -4	-6	-0.5	9	7	0	-2	0.91	0.93
(3) Cc1ccc(SCC(=O)OC(C)C(=O)N2CCc3ccccc32)cc1 (configuration not stated)
  1	4	0.4	1	-9	12	3	0.99	1.1
(4) COc1ccc(Cl)cc1NC(=O)COc1ccc(S(=O)(=O)N2CCOCC2)cc1C
  -5	10	-1.5	7	13	-3	0	0.93	0.87
(5) Cc1ccc2oc(=O)n(Cc3ccccc3OC(C)C)c2c1
  -4	2	0.3	-4	13	-3	2	1	0.87
(6) Clc1ccc(CNCCCSc2ncccn2)cc1Cl
  -9	0	1.3	2	-6	-2	0	0.98	1.1
(7) COc1ccc(NC(=O)CC2Sc3ncnn3C2=O)cc1 (configuration not stated)
  26	2	-1.1	17	10	5	-7	0.83	0.9
(8) O=C(c1ccc(N2CCCCC2)c([N+](=O)[O-])c1)N1CCN(S(=O)(=O)c2ccccc2)CC1
  -2	-15	-1.0	7	-6	25	0	0.93	1.1
(9) Cc1cc(C)cc(NS(=O)(=O)c2cccs2)c1
  -3	7	-0.4	2	13	-1	0	0.98	0.87
(10) COc1ccc(/C=C/C(=O)NCc2ccccn2)cc1OC
  2	-1	-2.5	-6	0	-1	-2	1.1	1
(11) CC(C)CNS(=O)(=O)c1ccc(OCC(=O)Nc2ccc3c(c2)OCO3)c(Cl)c1
  2	-8	4.9	-7	1	4	-6	1.1	0.99
(12) Cn1c(=O)c2c(nc(CN3CCN(Cc4ccccc4)CC3)n2Cc2ccc(Cl)cc2)n(C)c1=O
  -3	-13	-0.3	-8	17	-2	-7	1.1	0.83
(13) CCN1CCN(CCCNC(=O)c2ccc(CS(=O)c3ccc(Br)cc3)o2)CC1 (configuration not stated)
  -6	0	-0.1	3	18	-2	-6	0.97	0.82
(14) Cc1cccc(-c2nn(-c3ccccc3)cc2C(=O)N(C)CC(=O)Nc2ccc(N3CCOCC3)cc2)c1
  -4	-11	-0.4	-3	-5	2	-1	1	1.1
(15) Cc1ccc(C)c(-n2c(C)cc(/C=N/NC(=O)c3c(C)nc4cc(C)ccn34)c2C)c1
  -7	3	0.1	-6	0	-2	-3	1.1	1

Some of these compounds in order of number of heavy atoms, smallest number first.
The line under a structure holds: APOBEC3G inh	ATG4B inh	MPTP block	mIAP block	hIAP block	A3A deaminase	beta cell repl	mIAP act	hIAP act
(9) Cc1cc(C)cc(NS(=O)(=O)c2cccs2)c1
  -3	7	-0.4	2	13	-1	0	0.98	0.87
(6) Clc1ccc(CNCCCSc2ncccn2)cc1Cl
  -9	0	1.3	2	-6	-2	0	0.98	1.1
(7) COc1ccc(NC(=O)CC2Sc3ncnn3C2=O)cc1 (configuration not stated)
  26	2	-1.1	17	10	5	-7	0.83	0.9
(5) Cc1ccc2oc(=O)n(Cc3ccccc3OC(C)C)c2c1
  -4	2	0.3	-4	13	-3	2	1	0.87
(2) COc1ccccc1N1C(=O)C2CCC(c3ccccc3)CC2C1=O (configuration not stated)
  -4	-6	-0.5	9	7	0	-2	0.91	0.93
(11) CC(C)CNS(=O)(=O)c1ccc(OCC(=O)Nc2ccc3c(c2)OCO3)c(Cl)c1
  2	-8	4.9	-7	1	4	-6	1.1	0.99
(4) COc1ccc(Cl)cc1NC(=O)COc1ccc(S(=O)(=O)N2CCOCC2)cc1C
  -5	10	-1.5	7	13	-3	0	0.93	0.87
(15) Cc1ccc(C)c(-n2c(C)cc(/C=N/NC(=O)c3c(C)nc4cc(C)ccn34)c2C)c1
  -7	3	0.1	-6	0	-2	-3	1.1	1
(8) O=C(c1ccc(N2CCCCC2)c([N+](=O)[O-])c1)N1CCN(S(=O)(=O)c2ccccc2)CC1
  -2	-15	-1.0	7	-6	25	0	0.93	1.1
(12) Cn1c(=O)c2c(nc(CN3CCN(Cc4ccccc4)CC3)n2Cc2ccc(Cl)cc2)n(C)c1=O
  -3	-13	-0.3	-8	17	-2	-7	1.1	0.83
(14) Cc1cccc(-c2nn(-c3ccccc3)cc2C(=O)N(C)CC(=O)Nc2ccc(N3CCOCC3)cc2)c1
  -4	-11	-0.4	-3	-5	2	-1	1	1.1

Next section
The line under a structure holds: APOBEC3G inh	ATG4B inh	MPTP block	mIAP block	hIAP block	A3A deaminase	beta cell repl	mIAP act	hIAP act
(16) COc1ccc(Cl)cc1NS(=O)(=O)c1ccc(S(=O)(=O)N2CCCC2)cc1
  -3	0	2.2	0	14	0	-2	1	0.86
(17) CC1=CC(C)(C)N2C(=O)C(=O)c3cc(OC(=O)c4ccco4)cc1c32
  0	16	-0.9	6	9	0	-5	0.94	0.91
(18) Cc1csc(SCC(=O)Nc2ncc(Cl)c(C)c2Cl)n1
  1	-1	-0.8	2	6	3	0	0.98	0.94
(19) COc1ccccc1NC(=O)c1cc(C(=O)O)ccc1C(=O)O
  -5	-5	1.2	9	-24	-1	2	0.91	1.2
(20) O=[N+]([O-])c1ccc(Cl)cc1CNc1ccc(F)c(F)c1
  30	-3	4.8	6	-1	14	0	0.94	1
(21) Cc1snc2sc(C(=O)c3ccc(F)cc3)c(N)c12
  -2	4	0.0	13	13	2	3	0.87	0.87
(22) CCN(C(=O)COC(=O)c1cc(=O)[nH]c2ccccc12)C1CCS(=O)(=O)C1 (configuration not stated)
  -2	1	-0.3	1	-27	-7	1	0.99	1.3
(23) Nc1ccc(C(=O)N2CCN(S(=O)(=O)c3ccc(Br)cc3)CC2)cc1[N+](=O)[O-]
  -4	-10	-2.5	2	0	-4	-2	0.98	0.99
(24) CCCCn1c(N)c(N(CC)C(=O)CSc2nnnn2-c2cc(C)ccc2C)c(=O)[nH]c1=O
  3	-6	-0.1	11	4	0	0	0.89	0.96
(25) OCCOc1ccc(CN2CCN(CCCc3ccccc3)C(CCO)C2)cc1 (configuration not stated)
  -6	2	-0.3	-2	-1	-5	-1	1	1
(26) CSc1ccccc1NC(=O)c1ccccc1C
  -6	1	-1.4	-7	2	0	-1	1.1	0.98
(27) COC(=O)CNC(=O)C12CC3(C)CC(C)(CC(C)(C3)C1)C2
  0	-4	-1.4	-4	-7	0	-2	1	1.1
(28) Cc1cccc(CCNS(=O)(=O)c2cnc[nH]2)c1
  -3	-7	0.3	-14	12	-2	1	1.1	0.88
(29) CC(C)c1onc(C(=O)N2CCN(c3ccc(F)cc3)CC2)c1[N+](=O)[O-]
  -3	-1	1.7	9	8	0	-7	0.91	0.92
(30) CC(=O)Nc1ccc2c(c1)CCCN2C(=O)c1ccccc1
  -4	-9	-1.4	8	9	-4	-1	0.92	0.91

Going on with the list:
The line under a structure holds: APOBEC3G inh	ATG4B inh	MPTP block	mIAP block	hIAP block	A3A deaminase	beta cell repl	mIAP act	hIAP act
(31) C#CCOc1ccc2c3c(c(=O)oc2c1)CCCC3
  -7	9	-0.6	2	-10	-8	4	0.98	1.1
(32) COc1ccccc1-c1cc(C(=O)NCc2ccc(F)cc2)no1
  -2	27	-2.7	4	16	-1	-1	0.96	0.84
(33) CNC(=S)N/N=C/c1ccc(N(C)C)cc1
  -4	-1	1.9	-4	-14	-2	-3	1	1.1
(34) Cc1c(NC(=O)c2ccc(S(=O)(=O)N(C)C)cc2)cccc1-n1cnnn1
  -4	-8	-1.9	8	-3	0	5	0.92	1
(35) CCOC(=O)c1ccccc1NC(=O)CSc1nc2ccccc2n1CC(=O)N1CCCC1
  -2	-6	-0.1	-4	-11	2	-2	1	1.1
(36) Cc1ccc2c(c1)OC(c1ccc3c(c1)OCCO3)CC2=O (configuration not stated)
  -12	-5	0.0	2	-4	-3	-3	0.97	1
(37) CCOC(=O)c1cccc(NC(=O)COC)c1
  -3	-2	-2.1	-2	-82	0	-1	1	1.8
(38) Cc1cc(C)cc(Nc2nc3ccc(C)cc3n3cnnc23)c1
  1	-1	0.8	0	-3	1	2	1	1
(39) CCCS(=O)(=O)c1ccc(COC(=O)c2cccc(NC(=O)C(C)C)c2)cc1
  -4	-2	-2.5	-6	-6	1	2	1.1	1.1
(40) COc1cccc(C2c3[nH]c4ccccc4c3CCN2Cc2cnc(C)s2)c1OC (configuration not stated)
  -2	29	-0.8	1	8	1	-3	0.99	0.92
(41) CC(C)(C)c1ccc(S(=O)(=O)N(CCCN2CCOCC2)Cc2cccs2)cc1
  -5	0&-3	0.9&1.2	-3	3	-2	-4	1	0.97
(42) CC1(C(=O)OCC(=O)NC(=O)c2ccccc2)CC1(Cl)Cl (configuration not stated)
  0	-1	-0.2	0	0	0	-4	1	1
(43) COc1ccc(C2(CNC(=O)c3cccc([N+](=O)[O-])c3)CCCCC2)cc1OC
  -1	15	8.7	-8	5	-3	3	1.1	0.95
(44) CC1=C(C(=O)OCCNC(=O)c2cccnc2)C(c2cccc([N+](=O)[O-])c2)C(C(=O)OCCN(C)C)=C(C)N1 (configuration not stated)
  -4	-2	0.4	6	2	0	-1	0.94	0.98
(45) CC(=O)C1=C(O)C(=O)N(CCc2c[nH]c3ccccc23)C1c1ccc(C)cc1 (configuration not stated)
  -1	-3	2.4	6	-2	0	3	0.94	1

Continuation.
The line under a structure holds: APOBEC3G inh	ATG4B inh	MPTP block	mIAP block	hIAP block	A3A deaminase	beta cell repl	mIAP act	hIAP act
(46) CCN(CC)C(=O)Cn1cc(C(=O)C(=O)NCCc2ccc(S(N)(=O)=O)cc2)c2ccccc21
  -2	-5	-1.4	9	-4	0	-3	0.91	1
(47) CCC1=NN(C(=O)c2ccc(Br)cc2)C(O)(c2ccccc2)C1 (configuration not stated)
  -2	2	61*	25	-4	-4	-2	0.75	1
(48) Cc1nc2ccc(NC(=O)c3c(-c4ccccc4)noc3C)cc2s1
  -8	-10	-6.6	6	-3	-4	-1	0.94	1
(49) CCN(C1CCCCC1)S(=O)(=O)c1cc(C)ccc1OC
  -6	-9	0.9	-4	20	-4	-2	1	0.81
(50) C/C(N)=C(/C#N)C(=O)COC(=O)c1ccccc1C(=O)c1ccc(C)cc1
  -6	-3	0.3	-11	-33	-6	-1	1.1	1.3
(51) N#C/C(=C/c1ccc(Sc2nc3ccccc3[nH]2)o1)c1ccccc1F
  -6	12	96*	13	-15	-3	-6	0.87	1.1
(52) C=C(C)Cn1c(SCC(=O)O)nnc1-c1ccc(OC)cc1
  -4	1	-0.3	8	-7	-1	2	0.92	1.1
(53) Cc1cccc(C)c1Nc1ncnc2ccccc12
  -2	-2	-1.6	-6	-4	-4	-2	1.1	1
(54) N#CC1=C(N)Oc2cc3ccccc3cc2C1c1cccnc1 (configuration not stated)
  2	-6	0.4	4	13	-2	1	0.96	0.87
(55) Cc1nc2sc(C(c3cccs3)N3CCN(C(=O)c4ccco4)CC3)c(O)n2n1 (configuration not stated)
  1	3	0.8	9	-10	0	4	0.91	1.1
(56) O=C(c1ccc2c(c1)C(=O)N(Cc1ccco1)C2O)N1CCOCC1 (configuration not stated)
  -5	-4	-1.8	-10	-9	-2	-6	1.1	1.1
